# IDE act = human IDE activators in live cells, primary screen, fluorescence polarization, HEK cells, FAbeta-B substrate; Insulin-degrading enzyme (Homo sapiens), P14735; FAbeta-B cleavage; 0% vehicle, 100% cell-free pure enzyme wells; activation, % at 5.96 µM; 0.073% of 340,000 active; AID 493087, 2011;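 active means activation above the mean of all tested compounds plus 3 SD, set per screening campaign, cut at about 17% in these data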
# Target sequence (P14735 whole entry, looked up): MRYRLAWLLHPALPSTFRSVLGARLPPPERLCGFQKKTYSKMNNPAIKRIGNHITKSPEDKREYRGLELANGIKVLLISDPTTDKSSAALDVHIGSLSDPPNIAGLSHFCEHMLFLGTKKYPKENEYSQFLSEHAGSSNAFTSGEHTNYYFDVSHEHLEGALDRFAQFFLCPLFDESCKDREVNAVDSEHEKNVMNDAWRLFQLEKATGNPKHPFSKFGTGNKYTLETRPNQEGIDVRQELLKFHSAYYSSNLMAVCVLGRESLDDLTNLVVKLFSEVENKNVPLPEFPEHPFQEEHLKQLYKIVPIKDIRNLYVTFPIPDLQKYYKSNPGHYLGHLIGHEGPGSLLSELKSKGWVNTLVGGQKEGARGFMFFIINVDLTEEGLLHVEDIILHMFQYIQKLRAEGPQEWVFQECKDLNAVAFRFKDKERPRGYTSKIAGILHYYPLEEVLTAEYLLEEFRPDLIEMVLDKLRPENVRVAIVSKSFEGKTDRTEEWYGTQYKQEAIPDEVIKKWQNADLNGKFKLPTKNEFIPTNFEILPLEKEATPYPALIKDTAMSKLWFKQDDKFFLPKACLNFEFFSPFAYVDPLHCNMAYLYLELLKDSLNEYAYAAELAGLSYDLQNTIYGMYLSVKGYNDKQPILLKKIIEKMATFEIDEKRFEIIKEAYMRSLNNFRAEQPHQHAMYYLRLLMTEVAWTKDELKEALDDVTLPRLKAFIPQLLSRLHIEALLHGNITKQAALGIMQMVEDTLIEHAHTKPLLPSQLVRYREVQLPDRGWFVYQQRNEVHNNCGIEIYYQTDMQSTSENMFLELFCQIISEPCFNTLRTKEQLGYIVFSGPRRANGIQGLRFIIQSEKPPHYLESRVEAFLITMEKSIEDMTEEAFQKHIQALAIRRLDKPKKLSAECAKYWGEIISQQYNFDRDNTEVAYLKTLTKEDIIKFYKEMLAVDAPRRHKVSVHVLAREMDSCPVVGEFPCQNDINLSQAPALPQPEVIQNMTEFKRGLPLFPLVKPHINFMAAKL
# pCIP destab = p/CIP-EGFP fusion destabilizers, primary screen, fluorescence, F442A cells; 16 h; decrease of EGFP signal, % at 10 µM; 0.01% of 290,000 active; AID 1984, 2009;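 active means EGFP signal decrease of at least 30% at 10 µM or well 3 SD below plate mean, unless failing retest; inactive means the rest, including hits failing retest or dose response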; further: some compounds called inactive have numbers as strong as hits; many of its hits are not listed in these tables
# PHOSPHO1 block = PubChem AID 1565. recombinant PHOSPHO1, absorbance phosphatase assay. inhibition, % at 13.3 µM. 1.1% of 290,000 active; in the data active means inhibition above about 60%
# GPR7 antag = GPR7 receptor antagonists, primary screen, cell-based, fluorescence, single concentration. 1.1% of 290,000 active. AID 1861, 2009. Neuropeptides B/W receptor type 1 (Homo sapiens), P48145. inhibition, % at 4.4 µM. GPR7-expressing cells, fluorescence antagonist assay; in the data active means inhibition above about 16%, passing the limit was not always enough;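 further: cells stimulated with the agonist NPW; 0% = agonist with vehicle and 100% = vehicle without agonist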
# M18AAP inhibitor = PfM18AAP inhibitors, malaria aminopeptidase, primary screen, biochemical, QFRET, recombinant enzyme; M18 aspartyl aminopeptidase (Plasmodium falciparum 3D7); H-Glu-NHMec fluorogenic cleavage; inhibition, % at 7.35 µM; 1.2% of 290,000 active; AID 1822, 2009;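 active means inhibition above the campaign mean inhibition over all tested compounds plus 3 SD, cut at about 28% in these data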;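 further: 0% = plate median of test compound wells and 100% = 2 mM ZnCl2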
# VIM-2 inh = VIM-2 metallo-beta-lactamase inhibitors, primary screen, biochemical, epi-absorbance readout, Pseudomonas aeruginosa enzyme; inhibition, % at 5.6 µM; 0.89% of 290,000 active; purified VIM-2, nitrocefin hydrolysis, epi-absorbance fluorescence; AID 1527, 2009;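 active means inhibition above the mean of all tested compounds plus 3 SD, cutoff set per screening run, cut at about 7.5% in these data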;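 further: red hydrolysis product quenches plate fluorescence so inhibitors raise well fluorescence; 0% = enzyme with DMSO and 100% = DMSO without enzyme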
# IMP-1 inhibitor = IMP-1 metallo-beta-lactamase inhibitors, primary screen, biochemical, epi-absorbance readout, Pseudomonas aeruginosa enzyme; metallo-beta-lactamase IMP-1 (Pseudomonas aeruginosa); inhibition, % at 5.6 µM; purified IMP-1, nitrocefin hydrolysis, epi-absorbance fluorescence; 0.45% of 290,000 active;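 active means inhibition above the mean plus 3 SD of all compounds in the same screening run, cut at about 4.5% in these data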;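 further: 0% = IMP-1 with DMSO and 100% = DMSO wells lacking enzyme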
#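 Assay system: purified recombinant IMP-1 beta-lactamase. Input: IMP-1 0.2 nM before substrate addition. Buffer or medium: Zinc- and detergent-supplemented HEPES buffer, pH 7.1. Schedule: 25 °C, 15 min preincubation, 25 min reaction. Signal: Epi-absorbance fluorescence, 480 nm excitation, 530 nm emission. Evaluation: percent inhibition from optical density relative to buffer-blank wells.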
# NALP1 yeast inh = NALP1 inflammasome inhibitors in reconstituted yeast, colorimetric, S. cerevisiae, triplicate retest; inhibition, % at 10 µM; S. cerevisiae NALP1/ASC/caspase-1 growth, X-gal OD620, 72 h; 0.61% of 280,000 active; in the data active means inhibition mostly above about 24%, no sharp cut-off; inactive means mostly below about 32%; further: some compounds called inactive have numbers as strong as hits
# IDE cell inh = human IDE inhibitors in live cells, primary screen, fluorescence polarization, HEK cells, FAbetaB substrate; FAbetaB cleavage; inhibition, % at 5.59 µM; 0.41% of 320,000 active; AID 434962, 2010;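 active means percent inhibition above the average of all tested compounds plus 3 SD, set per screening campaign, cut at about 16% in these data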;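 further: IDE supplied by intact live HEK cells; FP after avidin binding of uncleaved biotin substrate so inhibition keeps polarization high; 0% = DMSO wells and 100% = 60 µM reference IDE inhibitor Ii1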
# * hit, by the source's call; . = not tested or not shown; & = joins results of further samples. Not a hit list; overall some 5.3% were active at least once.
(1) COc1ccc(NC(=O)CCSc2nnc(C)s2)cc1
(2) O=C(CSCc1ccccc1)Nc1cccc(F)c1
(3) Cc1c(NC(=O)c2ccc(C(C)(C)C)cc2)cccc1[N+](=O)[O-]
(4) COc1cccc(NC(=O)C2CCC(CNS(=O)(=O)c3ccc4c(c3)CC(C)N4C(C)=O)CC2)c1 (stereo not drawn)
(5) CCN(CC)C(=O)NC1CC2CCCC(C1)N2Cc1ccccc1 (stereo not drawn)
(6) CCn1nc(C(=O)NC2=NCCS2)c2ccccc2c1=O
(7) C=CCNC(=O)c1onc(CSc2cc(C)cc(C)c2)c1C(=O)O
(8) CCCCC(C(=O)NC1CCCC1)N(C(=O)c1snc(C(N)=O)c1N)c1ccc(F)cc1 (stereo not drawn)

screen / no.,1,2,3,4,5,6,7,8
IDE act,5,0,1,0,2,3,6,0
pCIP destab,0,-11,11,-2,-2,-1,2,-6
PHOSPHO1 block,26,-4,-12,32,1,-1,7,37
GPR7 antag,-5,-8,10,9,-3,-12,-6,-6
M18AAP inhibitor,9,-3,6,-5,-10,9,2,9
VIM-2 inh,-2.7,-2.5,-2.0,-2.8,-1.4,-2.4,-1.6,-2.2
IMP-1 inhibitor,-2.6,-2.4,-0.3,-2.4,-3.6,-5.7,-1.1,-4.7
NALP1 yeast inh,32,38,16,10,17,15,-17,12
IDE cell inh,0,-4,3,9,4,-1,0,0

(9) O=C(C1CCCCN1S(=O)(=O)c1ccc(F)cc1)N1CCN(c2ccccc2F)CC1 (stereo not drawn)
(10) Cc1cc(C)cc(NC(=O)C(=O)NCC2CCCO2)c1 (stereo not drawn)
(11) O=C(c1ccc2c(c1)OCO2)C1CCCN(Cc2ccc3nsnc3c2)C1 (stereo not drawn)
(12) COc1ccc(-c2[nH]ncc2CNC(C)CCn2cccn2)c(F)c1 (stereo not drawn)
(13) Cn1c(=O)oc2cc(S(=O)(=O)CCC(=O)Nc3ccccc3)ccc21
(14) Cc1ccc(-n2ncc3c(NCCCN4CCOCC4)ncnc32)c(C)c1
(15) COc1cc(/C=N/NC(N)=O)ccc1OC(=O)c1ccc(C)cc1
(16) CCOc1ccc(CCNC(=O)c2cc3c(C)nccc3[nH]c2=O)cc1OCC

screen / no.,9,10,11,12,13,14,15,16
IDE act,1,4,0,2,6,-3,.,0
pCIP destab,-6,12,-11,-9,1,-10,8,0
PHOSPHO1 block,18,13,33,28,22,-15,9,-13
GPR7 antag,-9,-4,-7,-7,0,-3,-10,-19
M18AAP inhibitor,5,-3,0,-8,2,0,-2,6
VIM-2 inh,-5.1,0.4,-3.8,0.6,-6.4,-3.1,-0.1,-2.1
IMP-1 inhibitor,-2.9,0.4,-2.4,0.3,-0.6,-4.4,-0.7,-2.2
NALP1 yeast inh,19,14,15,-6,-5,1,-11,-7
IDE cell inh,4,2,5,3,-1,0,.,-2

(17) O=C1N=C(c2ccccc2)C(c2ccccc2)N1 (stereo not drawn)
(18) CC(=O)Nc1cccc([N+](=O)[O-])c1
(19) O=C(O)c1ccc(CNCc2ccccc2Cl)cc1
(20) Cc1cc2nc(-c3ccc(NC(=O)c4cccnc4)cc3)oc2cc1C
(21) O=C(/C=C/Nc1ccc(S(=O)(=O)Nc2ncccn2)cc1)c1cccs1
(22) O=C(Nc1cccc(-c2cn3cccnc3n2)c1)c1ccc2c(c1)OCO2
(23) Cc1ccc2nc(NC(=O)CNS(=O)(=O)c3ccc(Br)s3)sc2c1
(24) O=C(N/N=C/c1cc([N+](=O)[O-])ccc1O)C1C2CCCCC21 (stereo not drawn)

screen / no.,17,18,19,20,21,22,23,24
IDE act,-2,4,-4,-7,-2,-1,-7,.
pCIP destab,-11,-12,-10,-10,-4,-3,-1,0
PHOSPHO1 block,21,-1,-24,10,-15,12,-2,50
GPR7 antag,-10,-14,13,2,-15,13,-19,-4
M18AAP inhibitor,-2,-5,3,3,0,17,3,-6
VIM-2 inh,15*,-0.6,1.9,-4.0,-1.7,3.4,-4.0,-7.5
IMP-1 inhibitor,-2.5,-1.9,-1.5,-3.2,-1.0,1.6,-3.0,-3.4
NALP1 yeast inh,6,16,19,12,7,10,12,-3
IDE cell inh,4,-8,0,0,3,-4,1,-2

(25) COc1ccc(C(=O)/C=C(/C)N(C)C)cc1
(26) CCOc1ccc(/C=N/NC(=O)CN2CCSCC2)cc1
(27) O=C1CN(C(=O)COC(=O)CCSc2ccccc2Cl)c2ccccc2N1
(28) Cc1cc(C)c(CN2CCC(n3nccc3NC(=O)CCOc3ccccc3)CC2)cc1C
(29) CC(NC(=O)COC(=O)C1CCN(S(=O)(=O)c2ccccc2C(F)(F)F)CC1)c1ccccc1 (stereo not drawn)
(30) Cc1ccc(S(=O)(=O)N/N=C/c2ccc(C(=O)O)cc2)cc1
(31) COC(=O)CCC(=O)OC1(C)C(=O)C2=CN(C3CCCC3)C(c3ccc(OC)cc3)=CC2=C(Br)C1=O (stereo not drawn)
(32) COc1ccc(C(=O)Nc2cc([N+](=O)[O-])ccc2N2CCCC2)cc1

screen / no.,25,26,27,28,29,30,31,32
IDE act,4,10,-1,-1,4,0,5,-1
pCIP destab,-3,-1,-12,-15,-4,-2,-10,-9
PHOSPHO1 block,37,-12,11,12,-9,39,35,18
GPR7 antag,3,-11,7,0,-8,8,.,-10
M18AAP inhibitor,1,-3,7,-5,-5,-9,.,1
VIM-2 inh,-0.3,0.4,-6.5,-0.3,-1.3,3.1,.,-1.6
IMP-1 inhibitor,-2.3,-0.9,-1.6,-2.7,-3.9,-0.4,.,-2.3
NALP1 yeast inh,-3,8,-6,-2,35,9,5,0
IDE cell inh,-2,2,5,2,4,3,5,1

(33) CNC(=O)c1cccc(NC(=O)C(C)c2ccc3cc(OC)ccc3c2)c1 (stereo not drawn)
(34) CCOCCCNC(=O)C(NC(=O)c1ccccc1O)c1ccc(C)cc1 (stereo not drawn)
(35) COc1ccc(CCNc2ccncn2)cc1
(36) Cc1cccc(CC(=O)N2CCCC2)c1
(37) CCOC(=O)C1=C(C)NC(=O)NC1c1ccco1 (stereo not drawn)
(38) CC1CCC(NC(=O)CCNS(=O)(=O)c2ccc3c(c2)CCC(=O)N3)CC1 (stereo not drawn)
(39) CCCCSc1nnc2n(CCc3ccccc3)c(=O)c3c4c(sc3n12)COC(C)(C)C4
(40) Cc1ccccc1NC(=O)N1c2ccccc2CC1C (stereo not drawn)

screen / no.,33,34,35,36,37,38,39,40
IDE act,0,6,-2,8,-4,-1,7,2
pCIP destab,-11,3,-4,1,-13,-18,-4,-14
PHOSPHO1 block,36,-19,12,.,-10,36,-6,35
GPR7 antag,5,-13,8,-5,7,-1,-6,2
M18AAP inhibitor,0,2,-5,0,4,-2,13,-8
VIM-2 inh,1.0,-1.9,-0.7,-1.6,-3.2,-4.8,-1.3,-4.1
IMP-1 inhibitor,-0.2,-1.5,-3.0,-1.2,-4.7,-3.5,-3.7,-2.9
NALP1 yeast inh,12,12,5,.,28,-2,.,1
IDE cell inh,0,6,-6,-1,4,2,5,-7

# Records 39 through 40 of the list above:
(39) CCCCSc1nnc2n(CCc3ccccc3)c(=O)c3c4c(sc3n12)COC(C)(C)C4
(40) Cc1ccccc1NC(=O)N1c2ccccc2CC1C (stereo not drawn)

screen / no.,39,40
IDE act,7,2
pCIP destab,-4,-14
PHOSPHO1 block,-6,35
GPR7 antag,-6,2
M18AAP inhibitor,13,-8
VIM-2 inh,-1.3,-4.1
IMP-1 inhibitor,-3.7,-2.9
NALP1 yeast inh,.,1
IDE cell inh,5,-7

# Entries from the list above that have a Cl atom, in the order listed:
(19) O=C(O)c1ccc(CNCc2ccccc2Cl)cc1
(27) O=C1CN(C(=O)COC(=O)CCSc2ccccc2Cl)c2ccccc2N1

screen / no.,19,27
IDE act,-4,-1
pCIP destab,-10,-12
PHOSPHO1 block,-24,11
GPR7 antag,13,7
M18AAP inhibitor,3,7
VIM-2 inh,1.9,-6.5
IMP-1 inhibitor,-1.5,-1.6
NALP1 yeast inh,19,-6
IDE cell inh,0,5

# Next section
(41) O=C1C=C(c2ccccc2)CCC1
(42) CC1CCc2sc(C(=O)N/N=C/c3ccc(O)cc3)cc2C1 (stereo not drawn)
(43) Cn1c(N)c(C(=O)COC(=O)c2cc(C3CC3)nc3ccccc23)c(=O)n(Cc2ccccc2)c1=O
(44) CC1(C)CC(CCN)(Cc2ccccc2Cl)CCO1 (stereo not drawn)
(45) CC(OC(=O)C1CC1)C(=O)Nc1ccc([N+](=O)[O-])cc1Cl (stereo not drawn)
(46) O=C(CSc1nnnn1-c1ccccc1)Nc1ccccc1
(47) CCOc1nc(-c2ccccc2Cl)nc2ccccc12
(48) CC1CC(C)CN(S(=O)(=O)c2ccc(NC(=O)C3CC(=O)N(Cc4ccccc4)C3)cc2)C1 (stereo not drawn)

screen / no.,41,42,43,44,45,46,47,48
IDE act,4,7,-1,2,8,-1,.,5
pCIP destab,13,6,-8,-9,49,-13,1,8
PHOSPHO1 block,10,24,13,16,16,24,33,10
GPR7 antag,-1,-14,4,-9,10,3,-20,10
M18AAP inhibitor,-3,5,4,4,-1,-17,-2,-10
VIM-2 inh,0.8,-3.1,2.3,-1.7,-2.0,-1.0,-2.4,2.2
IMP-1 inhibitor,0.6,-3.0,-2.5,-2.5,-3.2,-1.8,-4.5,-0.6
NALP1 yeast inh,23,-9,32,-17,7,18,6,-4
IDE cell inh,-2,5,1,2,-2,-4,5,0

(49) Cn1c(=O)c([N+](=O)[O-])c(NCCCn2ccnc2)c2ccccc21
(50) COc1cc(C(=O)Nc2cccc(-c3nnc(-c4ccco4)o3)c2)ccc1OC(C)=O
(51) CCn1c(=O)c2ccccc2n(CC(=O)NCCC2=CCCCC2)c1=O
(52) Cc1ccc(S(=O)(=O)NC(c2ccccc2)C(C)C(=O)n2nc(C)cc2C)cc1 (stereo not drawn)
(53) CC(C)CNC(=O)C1CCCN(S(=O)(=O)c2ccc(-n3cnnn3)cc2)C1 (stereo not drawn)
(54) O=C(NCc1ccco1)C(c1ccco1)N(Cc1cccs1)C(=O)Cn1nnc2ccccc21 (stereo not drawn)
(55) Nc1c(Br)cc(Br)cc1CNC1CCC(O)CC1 (stereo not drawn)
(56) CCOc1ccc(N2C(=O)C3C(C2=O)C3(c2ccccc2)c2ccccc2)cc1 (stereo not drawn)
(57) COc1ccc(NC(=O)CN2CCC(C(=O)c3ccc(F)cc3)CC2)c(OC)c1

screen / no.,49,50,51,52,53,54,55,56,57
IDE act,6,0,0,4,0,4,-1&1,-3,4
pCIP destab,-3,2,-2,-22,2,-14,0,-2,-17
PHOSPHO1 block,49,38,28,6,-7,-8,-16,-19,41
GPR7 antag,-12,-8,4,-2,-9,-6,-16,-23,-6
M18AAP inhibitor,2,-6,1,8,-1,-2,7,-4,6
VIM-2 inh,7.9*,-0.5,-1.2,-3.3,-2.8,-0.3,-1.1,-5.7,-1.5
IMP-1 inhibitor,-1.6,-1.5,-2.4,-6.5,-2.9,-1.9,-3.2,-3.0,-2.2
NALP1 yeast inh,6,-11,8,-7,1,3,20,29,15
IDE cell inh,0,-1,0,0,1,3,1&6,2,-6

# Screens: PubChem, several laboratories
